ABCB6 inh MLPCN: human ABCB6 transporter inhibition | Q9NP58 | K562-ABCB6 porphyrin accumulation, flow cytometry, 1 h; stronger effect = lower value | fluorescence ratio to DMSO, % at 10 µM | actives 0.19% (n = 360,000);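 active = fluorescence ratio to DMSO below 75%, the collection mean minus 3 SD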;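 also: signal is porphyrin accumulated inside mitochondria; 100% equals median channel fluorescence of DMSO control wells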
Cardio protect: modulators protecting cardiomyocytes from myocardial damage | H9c2 cardiomyocytes, H2O2 injury protection, ATPLite, 2 h | protection from H2O2 cell death, % at 20 µM | actives 0.63% (n = 360,000) | AID 588492;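 active = compounds giving at least 50% protection of heart cells from peroxide-induced death in the single-dose screen, raw or plate-pattern-corrected value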;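 also: 0% = DMSO wells with peroxide and 100% = DMSO wells without peroxide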
NOD2 RIPK2 PPI: inhibitors of human NOD2-RIPK2 interaction; O43353; CHO BLA complementation NOD2-RIPK2, CCF4 ratio; inhibition, % at 4.98 µM; actives 0.38% (n = 360,000); AID 624267; in the data active = inhibition above about 21%;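 also: 0% = vehicle only and 100% = reference blocker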
MC4R antagonist: human MC4R antagonism in cAMP assay; inhibition, % at 6.5 µM; P32245; MC4R-expressing cells, MTII-stimulated cAMP, LANCE TR-FRET; actives 0.48% (n = 360,000);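 active = inhibition above its plate's cutoff, the mean of tested wells on that plate plus 3 SD, cut at about 29% in these data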;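 also: 0% = Melanotan II alone and 100% = Melanotan II plus saturating MCL0020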
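material = U2OS cells stably expressing human melanocortin 4 receptor (MC4R) | also added = Melanotan II challenge | dosing = single nominal compound dose of 6.5 µM | detection = TR-FRET with Eu-cAMP and labeled anti-cAMP, 671 nm | replication = singlicate | timing = compound 30 min, challenge 1 h, detection 1 h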
TLR9-MyD88 block: inhibitors of human TLR9-MyD88 binding; CHO BLA complementation TLR9-MyD88, CCF4 FRET ratio; Q9NR96+Q99836; actives 0.21% (n = 340,000); AID 504734; inhibition, % at 4.98 µM;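 active = inhibition above the mean over all tested compounds plus 3 SD, cut at about 21% in these data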;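 also: 0% = DMSO only wells and 100% = clavulanate BLA inhibitor control wells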
Target sequence (Q99836 whole entry, looked up): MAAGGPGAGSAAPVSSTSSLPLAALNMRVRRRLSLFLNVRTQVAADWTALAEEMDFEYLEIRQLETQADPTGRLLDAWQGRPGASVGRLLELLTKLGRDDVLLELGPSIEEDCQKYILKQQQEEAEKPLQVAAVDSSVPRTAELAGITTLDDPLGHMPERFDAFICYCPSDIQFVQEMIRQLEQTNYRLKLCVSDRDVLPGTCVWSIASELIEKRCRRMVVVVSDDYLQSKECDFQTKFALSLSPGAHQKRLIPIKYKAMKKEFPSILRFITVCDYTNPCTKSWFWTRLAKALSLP
Target sequence (Q9NR96 whole entry, looked up): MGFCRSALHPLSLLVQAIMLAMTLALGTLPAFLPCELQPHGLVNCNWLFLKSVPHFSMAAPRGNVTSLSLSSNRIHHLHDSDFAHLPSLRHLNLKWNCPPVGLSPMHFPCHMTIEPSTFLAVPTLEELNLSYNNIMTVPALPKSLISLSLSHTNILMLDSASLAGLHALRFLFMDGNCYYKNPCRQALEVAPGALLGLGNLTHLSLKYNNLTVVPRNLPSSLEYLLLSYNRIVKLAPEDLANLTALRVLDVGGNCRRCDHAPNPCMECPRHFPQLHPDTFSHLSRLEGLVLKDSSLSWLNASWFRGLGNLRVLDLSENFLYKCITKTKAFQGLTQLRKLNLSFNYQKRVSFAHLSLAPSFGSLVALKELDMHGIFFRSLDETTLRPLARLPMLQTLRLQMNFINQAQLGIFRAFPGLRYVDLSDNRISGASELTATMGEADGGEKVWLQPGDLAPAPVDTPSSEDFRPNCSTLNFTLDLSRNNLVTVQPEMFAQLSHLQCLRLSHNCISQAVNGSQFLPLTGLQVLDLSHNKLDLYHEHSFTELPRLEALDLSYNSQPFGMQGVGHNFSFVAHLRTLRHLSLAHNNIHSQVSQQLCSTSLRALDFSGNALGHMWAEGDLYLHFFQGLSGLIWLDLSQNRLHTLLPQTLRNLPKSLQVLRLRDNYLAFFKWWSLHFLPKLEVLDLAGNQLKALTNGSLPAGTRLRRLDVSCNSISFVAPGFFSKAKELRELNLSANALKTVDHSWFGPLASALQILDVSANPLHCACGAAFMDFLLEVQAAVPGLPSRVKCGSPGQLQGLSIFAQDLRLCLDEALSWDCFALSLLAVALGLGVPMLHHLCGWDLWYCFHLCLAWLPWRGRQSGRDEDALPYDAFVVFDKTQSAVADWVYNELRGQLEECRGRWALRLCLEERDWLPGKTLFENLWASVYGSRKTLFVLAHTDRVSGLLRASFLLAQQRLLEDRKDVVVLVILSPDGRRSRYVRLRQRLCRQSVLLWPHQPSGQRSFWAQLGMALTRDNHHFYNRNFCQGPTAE
m5-HT2A agonist: agonists of mouse serotonin 5-HT2A receptor (HTR2A); CHO-K1 mHTR2A beta-arrestin complementation, luminescence; percent of 30 µM serotonin response; activation, % at 7.6 µM; actives 0.66% (n = 360,000); AID 624169;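 active = activation above a run cutoff, the mean activation of all tested compounds plus 3 SD, cut at about 14% in these data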;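 also: 0% = plate median of compound wells and 100% = 30 µM serotonin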
ABHD5-PLIN5 inh: inhibitors of human ABHD5-perilipin-5 interaction; Q00G26+Q8WTS1; Split G. princeps luciferase complementation, luminescence, 4 h; inhibition, % at 4 µM; actives 0.78% (n = 360,000); AID 602281;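 active = inhibition above the mean inhibition across every tested compound plus 3 SD, cut at about 22% in these data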;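 also: 0% = DMSO only wells and the 100% control is not disclosed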
NCOA2 inhibitor: human SRC2 (NCOA2) inhibition. AID 651957. inhibition, % at 9 µM. HEK293 GAL4-SRC2 luciferase reporter, luminescence. actives 0.17% (n = 370,000);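 active = inhibition above the mean inhibition of all tested compounds plus 3 SD, set per campaign, cut at about 52% in these data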;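 also: 0% = DMSO treated cells and 100% = cells given Gossypol at 36 µM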
MC4R ag barr: human MC4R agonism via beta-arrestin; P32245; U2OS MC4R beta-arrestin complementation, luminescence; percent of melanotan II response, DMSO zero; activation, % at 8.9 µM; actives 0.98% (n = 360,000); AID 540308;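 active = activation above a per-plate cutoff, the mean activation of sample wells on that plate plus 3 SD, cut at about 8% in these data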
N-glyco inh: blocks N-linked glycosylation in D54 reporter cells | D54 ERlucT glycosylation luciferase reporter, 24 h; percent of 100 nM tunicamycin response | reporter increase, % at 12.5 µM | actives 0.23% (n = 360,000) | AID 588692;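 active = mean luciferase reporter signal, scaled so untreated is 0 and the glycosylation-blocking control 100, at or above a set limit in every replicate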;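 also: luciferase carries N-glycosylation sites so blocking glycosylation raises the light; 0% = median of neutral control wells and 100% = median of 100 nM tunicamycin wells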
* = called active by the depositor; / = no result given. A portion of the library; count on the stated rates, not on these rows.

SMILES	ABCB6 inh MLPCN	Cardio protect	NOD2 RIPK2 PPI	MC4R antagonist	TLR9-MyD88 block	m5-HT2A agonist	ABHD5-PLIN5 inh	NCOA2 inhibitor	MC4R ag barr	N-glyco inh
Cc1ccc(C)c(N2CCN(CCCc3ccccc3)CC2)c1	102	-4	7	-6	10	-4	6	-12	6.0	0
CCc1nonc1NC(=O)c1oc2ccc(C)cc2c1C	98	-7	-9	-1	-8	2	2	-26	3.7	0
O=C(NC1c2ccccc2-c2ccccc21)c1ccccc1	101	-2	-3	6	-13	-2	-2	-36	3.3	6
COc1ccc(-c2ccc(NS(=O)(=O)c3cc([N+](=O)[O-])c(C)c([N+](=O)[O-])c3)cc2)nn1	98	-1	1	2	0	2	7	6	-0.2	1
Cc1cc(-c2ccc(Cl)cc2)n2ncnc2n1	98	-4	4	8	/	5	2	6	-1.1	2
C#CCSc1nnnn1-c1ccc(Br)c(C)c1	97	4	-3	16	-4	4	-4	8	-2.5	-1
O=C(NCc1ccco1)/C(=C/c1ccco1)NC(=O)c1ccco1	101	6	0	8	12	-1	-1	9	-3.3	2
CCOC(=O)c1c(C)[nH]c(C)c1S(=O)(=O)NCCCc1ccco1	99	-5	-1	-2	-7	-6	-5	-1	-4.1	2
COc1ccc(-c2nc(NC(=O)C3=NN(c4cccc(C)c4)C(=O)CC3)sc2C)cc1	95	0	0	8	-2	-5	-6	-1	-2.1	4
Cn1c(C(=O)O)cnc1Sc1ncc(C(F)(F)F)cc1Cl	98	2	-7	10	7	1	6	-15	-0.8	0
O=C1C=C(c2ccc3ccccc3c2)C[C@@H](c2ccc(F)cc2)C1	94	-7	-6	-5	-2	-9	-11	-16	0.0	-6
Cc1ccc(-n2nc3cc(Cl)c(NC(=O)c4ccco4)cc3n2)cc1	99	-12	6	16	-2	-4	3	-32	9.6*	1
N#CCN1CCN(CC(=O)c2ccc(Br)cc2)CC1	102	7	-3	19	-12	0	2	-16	0.1	0
CC1CCCC(C)N1C(=O)CSc1nc(N)cc(N)n1 (configuration not stated)	99	3	-12	9	-2	2	0	-21	-0.7	1
CN(Cc1nccn1C)C(=O)CC1C(=O)NCCN1Cc1ccccc1C(F)(F)F (configuration not stated)	106	3	1	11	-6	-1	-1	12	-0.4	0
COc1ccc(C(=O)N[C@H](C(=O)Nc2nc3c(s2)CCCC3)C(C)C)cc1	103	-10	-3	10	0	-6	0	-12	-0.8	6
O=C(Cn1c(=O)oc2ccccc21)Nc1cccc(Cl)c1	99	0	0	2	-5	8	5	8	0.1	0
C[C@H](NC(=O)c1nc[nH]c1C(=O)NC1CCN(C(=O)OC(C)(C)C)CC1)C(=O)OC(C)(C)C	97	19	-14	-1	-9	1	-2	-8	0.3	0
CSc1nsc(SC)c1NC(=O)Nc1ccccc1C	99	5	0	15	12	1	-7	4	-1.7	0
CCC(CC)C(=O)NCc1ccccc1OC	99	9	-16	14	3	4	-1	-10	-0.6	1
COc1cc(C(=O)NCc2cc3cc(Cl)ccc3n2C)cc(OC)c1OC	104	-10	2	11	-10	-2	-10	10	-0.7	3
COc1ccc2cc(S(=O)(=O)N3CCCCC3)ccc2c1S(=O)(=O)N1CCCCC1	/	14	-5	3	0	0	-7	2	0.8	2
COc1ccccc1NC(=O)COc1ccc(C(=O)NC2CCCc3ccccc32)cc1OC (configuration not stated)	101	4	0	-7	1	4	1	7	8.5*	2
CC(=O)OC[C@H]1O[C@@H](Sc2cccc3cccnc23)[C@H](OC(C)=O)[C@@H](OC(C)=O)[C@H]1OC(C)=O	98	-2	-5	7	2	-2	-8	-15	-2.5	5
Cn1nc(C(=O)O)c(=O)n(C)c1=O	97	-2	-6	2	7	7	3	11	-1.7	2
O=S(=O)(Nc1ccc(N2CCOCC2)cc1)c1ccccc1	94	-13	-3	-2	6	0	-4	15	-1.1	/
Cc1ccccc1N1CCN(Cc2c(C#N)c3ccccc3n2C)CC1	94	-2	-4	12	-2	4	-5	-2	3.8	-4
COc1cccc(NC(=O)CCNS(=O)(=O)c2cccc3nonc23)c1	98	3	-4	-4	1	5	7	0	-1.1	1
O=C(c1ccc(Cn2c(=O)[nH]c3ccccc3c2=O)cc1)N1CCN(c2ccc(F)cc2)CC1	93	0	4	13	0	-5	6	-15	-0.5	-2
CSc1ccc(CN(C)C(=O)c2ccc(S(=O)(=O)Nc3ccccc3)cc2)cc1	98	-16	5	-1	-1	-12	-3	8	-1.4	-2
CN(C(=O)c1ccc(NC(=O)Cc2ccc(NC(=O)C3CCN(C(=O)C4CCCC4)CC3)cc2)cc1)C1CC1	99	-9	11	2	-2	5	-4	-5	0.2	-1
Cc1ccc(-c2ccc(S(=O)(=O)NCc3ccco3)cc2)cc1	93	7	-7	1	-11	1	3	10	1.6	1
Cc1ccnc(SCCn2c(N3CCCCC3)nc3c2c(=O)n(C)c(=O)n3C)n1	103	-2	-2	-2	-47	3	-3	/	1.4	1
OCCn1ccc(-c2ccccc2OCc2ccc(F)cc2)n1	101	-3	5	1	2	-2	3	2	-0.5	-2
O=C(COC(=O)c1ccccc1Nc1ccccc1)NCc1ccco1	94	6	16	7	-2	-5	3	11	6.2	-2
Cc1ccc(CCNC(=O)CCS(=O)(=O)c2ccc3nc(C)sc3c2)cc1	104	-3	-5	11	-16	2	6	16	1.7	0
COC(=O)Cc1c[nH]c2ccc(OCC(O)CNC(C)C)cc12 (configuration not stated)	96	0	-1	-1	-2	-3	-6	-16	0.8	-1
O=C(Nc1nnc(CCc2ccccc2)s1)C1CCCO1 (configuration not stated)	102	-8	-7	5	4	-3	3	-16	0.9	0
O=C(CSc1nnc(CNc2ccccc2)o1)N1CCCc2ccccc21	99	4	3	11	9	-1	-6	-4	-0.3	1
CCn1c2ccccc2c2n[nH]c(=S)nc21	104	1	-15	-2	-7	0	-10	10	-1.7	2

As a short view, some entries already given.
SMILES	ABCB6 inh MLPCN	Cardio protect	NOD2 RIPK2 PPI	MC4R antagonist	TLR9-MyD88 block	m5-HT2A agonist	ABHD5-PLIN5 inh	NCOA2 inhibitor	MC4R ag barr	N-glyco inh
CSc1ccc(CN(C)C(=O)c2ccc(S(=O)(=O)Nc3ccccc3)cc2)cc1	98	-16	5	-1	-1	-12	-3	8	-1.4	-2
CN(C(=O)c1ccc(NC(=O)Cc2ccc(NC(=O)C3CCN(C(=O)C4CCCC4)CC3)cc2)cc1)C1CC1	99	-9	11	2	-2	5	-4	-5	0.2	-1
Cc1ccc(-c2ccc(S(=O)(=O)NCc3ccco3)cc2)cc1	93	7	-7	1	-11	1	3	10	1.6	1

(listing goes on)
SMILES	ABCB6 inh MLPCN	Cardio protect	NOD2 RIPK2 PPI	MC4R antagonist	TLR9-MyD88 block	m5-HT2A agonist	ABHD5-PLIN5 inh	NCOA2 inhibitor	MC4R ag barr	N-glyco inh
O=C(Nc1cccc(Cl)c1N1CCOCC1)c1ccco1	104	4	-6	-3	2	-9	-1	9	-1.2	0
Oc1ccc(Br)cc1C1Nc2ccccc2S1 (configuration not stated)	100	-2	1	10	1	7	1	-24	1.1	1
CCCC(=O)Nc1ccc(NC(=O)c2cccc(OC)c2)nc1	89	-4	2	8	0	-1	4	-122	-0.3	0
CNC(C)C#Cc1ccc2c(=O)c3cc(C)c(C)cc3oc2c1 (configuration not stated)	107	-1	-14	5	3	1	1	-45	-2.1	-5
COc1ccc(Cl)cc1NC(=O)CN(C)C(=O)c1cccc(S(=O)(=O)N2CCN(C)CC2)c1	95	-7	3	6	-3	-5	2	14	-0.4	-2
CCOc1cc(CNCc2cccnc2)ccc1OCC(=O)NC(C)(C)C	90	1	-6	10	-5	0	-3	7	-2.5	-1
Cc1ccc(SCCC(=O)OCC(=O)Nc2ncc(Cl)cc2Cl)cc1	100	-9	-1	8	8	3	1	-14	-1.2	0
Nc1nc2c(F)c(F)c(F)cc2s1	98	-9	-2	-2	2	10	4	9	-3.7	0
Cc1ccc(CN(C(=O)c2ccc(Cl)c([N+](=O)[O-])c2)C2CCS(=O)(=O)C2)o1 (configuration not stated)	100	1	-2	37*	-3	-2	-1	-63	-4.1	1
CCOC(=O)C1CCN(C(=O)/C=C/c2ccccc2)CC1	93	7	5	-2	4	-4	3	-22	2.5	-1
COCC1=C(C(=O)OC)C(c2cccs2)n2ncnc2N1 (configuration not stated)	96	-1	-5	2	2	3	-5	-21	-2.4	3
CC(C)COc1ccc(C(=O)OC2CC(C)(C)OCC2CN(C)C)cc1 (configuration not stated)	97	-3	2	-5	-14	-8	7	2	1.7	-7
COc1cccc(-c2csc(N3CCN(CC(=O)NNC(=O)c4ccco4)CC3)n2)c1	100	8	3	6	-3	2	3	-8	-4.2	1
COC(=O)c1sccc1NC(=O)c1ccccc1F	100	2	-4	-1	-9	2	5	10	0.7	0
CCCc1nnc(NC(=S)Nc2ccccc2)s1	100	-2	-3	13	-9	1	2	-43	0.6	0
COc1ccc(N(CCC#N)C(=O)/C(C#N)=C\c2cccs2)cc1	107	5	-6	4	-1	3	6	13	1.4	0
COc1ccc(-c2nnc(SCc3nnc(-c4ccc(Cl)cc4)o3)n2-c2ccccc2)cc1	93	-15	-2	2	1	1	9	-19	0.2	-1
COc1cccc(NC(=O)Nc2ccc(CC(=O)O)cc2)c1	100	-7	-6	15	-1	-1	-4	13	0.0	2
Cc1cc(OC(=O)c2ccccc2Cl)c([N+](=O)[O-])c(=O)[nH]1	96	-10	-5	-9	9	2	-7	11	0.1	1
COc1ccc(C(=O)CN2C(=O)NC3(CCCc4ccccc43)C2=O)cc1OC (configuration not stated)	101	0	-8	-4	2	6	2	-9	2.6	2
Cc1cc(C(=O)Nc2nnc(-c3ccccc3)s2)no1	97	1	-3	-1	-3	2	5	-51	0.5	1
COc1ccc(/C(C)=N\NC(=O)c2ccc(-c3ccccc3)cc2)c(F)c1	97	-4	5	4	-2	-5	4	-3	4.0	1
O=C(c1ccco1)N1CCN(Cc2cc(=O)c(OCc3cccc(F)c3)co2)CC1	90	-4	0	0	3	4	10	-12	-3.4	0
CC1SCC(=O)N(CC(=O)Nc2ccc3c(c2)OCCO3)C1=O (configuration not stated)	97	5	2	-1	2	3	1	-19	-0.4	1
CCOc1ccc(NC(=O)CSc2n[nH]c(=O)n2-c2ccccc2)cc1	98	-4	-3	13	-1	3	-5	7	-2.8	0
CCC1S/C(=N/N=C/c2ccco2)N(Cc2ccccc2C)C1=O (configuration not stated)	95	-10	2	16	8	-6	3	-16	0.0	-13
N#Cc1ccsc1NC(=O)c1cnccn1	96	8	1	1	7	3	3	-11	-0.2	0
O=C(Nc1cccc2ccccc12)NC1CCCCC1	95	0	0	-5	7	-2	-2	5	0.7	-1
CCCN(C)C1CN(Cc2cn(Cc3ccc(C)cc3)nn2)S(=O)(=O)C1 (configuration not stated)	104	/	-6	/	/	10	-5	-2	/	/
CSc1nnc(C)c(/C=C/Nc2ccc(Cl)cc2)n1	114	3	-6	13	3	0	6	-1	-0.5	-2
CC(/C=C/c1ccccc1)=N/NC(=O)c1cc([N+](=O)[O-])cc([N+](=O)[O-])c1	96	65*	-3	1	-10	5	4	-3	3.9	9

Screening results (PubChem BioAssay)
